From PubChem BioAssay
mlh1 rad18 = NCI yeast anticancer drug screen, S. cerevisiae mlh1 rad18 strain. % growth inhibition at 50 µM. 11% of 79,000 active;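 also: 0% = growth of vehicle-only cultures of the same strain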
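Vehicle-treated cultures served as the reference for growth inhibition in a yeast strain carrying DNA damage repair alterations exposed to each compound.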
yeast sgs1 mgt1 = NCI yeast anticancer drug screen, S. cerevisiae sgs1 mgt1 strain; % growth inhibition at 50 µM; 10% of 78,000 active;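 also: 0% = growth of vehicle-only cultures of the same strain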
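This yeast growth screen uses a strain with defined DNA-repair lesions; compound-treated growth is compared with vehicle-treated growth.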
rad50 = NCI yeast anticancer drug screen, S. cerevisiae rad50 strain. growth inhibition, % at 50 µM. 10% of 79,000 active;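 also: 0% = growth of vehicle-only cultures of the same strain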
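Cells are treated with compound, grown, and their growth is then scored against vehicle-only cultures of the same repair-deficient yeast strain.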
yeast cln2 rad14 = NCI yeast anticancer drug screen, S. cerevisiae cln2 rad14 strain | growth inhibition, % at 50 µM | 8.3% of 78,000 active;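 also: 0% = growth of vehicle-only cultures of the same strain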
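Compounds are applied to the cln2 rad14 yeast strain, and growth is then compared with that of vehicle-treated cultures to give inhibition.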
yeast mec2-1 = NCI yeast anticancer drug screen, S. cerevisiae mec2-1 strain; growth inhibition, % at 50 µM; 9% of 79,000 active;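 also: 0% = growth of vehicle-only cultures of the same strain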
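mec2-1 yeast strain, carrying an alteration in DNA damage repair or cell cycle control, was exposed to compounds; growth inhibition was measured relative to vehicle-treated controls.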
bub3 = NCI yeast anticancer drug screen, S. cerevisiae bub3 mutant strain; 9.9% of 78,000 active; AID 167; growth inhibition, % at 50 µM;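 also: 0% = growth of vehicle-only cultures of the same strain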
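Yeast carrying a defined mutation is treated with each compound, and growth is compared with that of vehicle-exposed cells to give inhibition.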
* = called active by the depositor; / = no result given; ! = not active in a repeat. Rule as the data show it: active = growth inhibition above about 70%; inactive = the rest.

Structure	mlh1 rad18	yeast sgs1 mgt1	rad50	yeast cln2 rad14	yeast mec2-1	bub3
c1ccc(-c2cnc(-c3ccccc3)cn2)cc1	-15	-6	1	42	11	7
N#C/C(=C\c1cccnc1)c1csc2ccccc12	94*	75*	95*	73*	89*	94*
Cc1ccc(C2OC2C(=O)c2ccccc2)cc1 (centres undefined)	6	-20	0	-48	0	-36
CC(=O)OC(CO)C(OC(C)=O)C(CNc1nc(N)[nH]c(=O)c1[N+](=O)[O-])OC(C)=O (centres undefined)	38	20	-40	-8	22	-3
Cc1cc(NCC2CC/C(=C\C=C\c3ccccc3)C2=O)no1 (centres undefined)	16	21	11	-32	-29	-27
Clc1ccc(-c2nc(-c3ccccc3)[nH]c2-c2ccc(Cl)c(Cl)c2)cc1Cl	29	-2	0	13	12	-11
CCCC(/C=N/Nc1ccc([N+](=O)[O-])cc1[N+](=O)[O-])=C\c1ccccc1	-50	11	-12	-23	-29	27
CCC#CCC1(CC#CCC)CC1C (centres undefined)	-2	-7	-2	10	-17	-11
Nc1nc(=Nc2ccccc2)ss1	79*	86*	85*	45	71*	58
CCCO[C@@H]1[C@@H](OC(C)=O)[C@@H](OC(C)=O)C(C)(C)/C=C/[C@H](C)C(=O)[C@@]2(OC(C)=O)C[C@@](C)(OC(C)=O)[C@H](OC(C)=O)[C@@H]2[C@H]2OC(=O)CC[C@@]12OC(=O)c1ccccc1	-29	-56	-15	-16	-24	-49
COc1cc(F)ccc1-c1ccc(F)cc1OC	-5	2	-1	38	36	9
CC(=O)Nc1ccc2c(c1)/C(=C/c1ccc(N(C)C)cc1)c1ccccc1-2	11	-9	-9	-43	-19	-11
c1ccc(CN2CCc3[nH]c4ccccc4c3C2)cc1	18	8	-2	34	17	-2
c1ccc(SC2CCSc3ccccc3C2Sc2ccccc2)cc1 (centres undefined)	11	3	3	4	-15	0
O=c1[nH]c(=O)c2cc([N+](=O)[O-])ccc2o1	30	8	4	-15	-6	0
Cc1c(N(C)C)ccc2c(=O)c3cccc(CC(=O)O)c3oc12	-5	-5	20	9	22	-16
Cn1c2c(c3ccccc31)=NN1CCN=C1N=2	4	0	11	-28	-3	17
COc1cccc2c1CC/C(=C\c1ccccn1)C2=O	99*	99*	98*	98*	99*	99*
C=C1C(=O)c2cc3c(cc2C(c2cc(OC)c(OC)c(OC)c2)[C@@H]1C(=O)O)OCO3 (some centres undefined)	8	-12	8	21	-26	-3
CCOC(=O)c1ccc(NC(=O)Nc2ccccc2C(=O)OC)cc1	7	3	10	10	0	25
CC1C(=O)CC[C@@]2(C)C(=O)CCCC12O (some centres undefined)	-35	-15	-9	8	-17	-28
COc1cc(C2C3=C(COC3=O)Oc3cc4c(cc32)OCO4)cc(OC)c1OC (centres undefined)	4	-8	-3	14	24	-12
O=[N+]([O-])c1ccc(-c2ccccc2-c2ccccc2)cc1	-23	8	4	-38	-3	4
CC(Oc1ccc(OCC2CCCCC2)cc1)C(=O)O (centres undefined)	-45	-60	-63	-29	-40	-42
CC(=O)/C(=C\c1ccccc1)C(=O)CCN(C)C	-10	14	22	12	37	7
O=C(/C=C/c1ccc(Cl)cc1)c1ccc(Cl)c(Cl)c1	28	-8	35	-2	11	25
CC(CC(C)(C)C)C(=O)O (centres undefined)	7	3	-4	1	-6	7
CC(C)(C[NH-])C[NH-].[Cl][Pt+2][Cl]	88*	20	-22	19	13	17
c1cc2c3c(c1)[I+]c1cccc(c1-3)[I+]2	56	66	70	45	27	36
N#CCCCCC12C3C(=O)N(c4ccccc4)C(=O)C3ON1O[C@@H]1C(=O)N(c3ccccc3)C(=O)[C@@H]12 (some centres undefined)	44	27	43	50	19	34
C[C@@]1(CO)CCc2c(c3ccccc3oc2=O)O1	-6	10	2	8	6	2
CC1(CO)COC(C)(C)OC1	14	7	16	29	6	3
C=C1C(=O)OC2/C=C(\COC(C)=O)CCC(OC(C)=O)C3=CC(OC3=O)C12 (centres undefined)	/	-22	0	-6	10	-30
Cc1ccc(C(C)C)c(Oc2cc(C)ccc2C(C)C)c1	-20	-7	-18	-38	7	-18
CCOC(=O)[C@@]12[C@H](N3C(=O)c4ccccc4C3=O)C(=O)N1CCS2(=O)=O	7	-29	-2	-23	-6	-2
CC(CCCN1CCOCC1)Nc1ccnc2cc(Cl)ccc12 (centres undefined)	7	6	-7	-32	-10	3
C/C(=N\NC(N)=S)c1cccs1	12	-8	-17	14	-22	13
CC(=O)O[C@H]1CSC[C@@H](OC(C)=O)C1[N+](=O)[O-] (some centres undefined)	47	18	38	43	25	19
Oc1cccc2c(Br)ccnc12	82*	85*	87*	88*	92*	87*
O=S(=O)(c1ccc(Cl)cc1)c1ccccc1C1=NCCN1	-24	-6	-38	6	-45	-44
COc1cc(/C=N/NC(=O)Cc2cccc3ccccc23)ccc1O	9	3	21	-5	10	39
COc1cc(OC(=O)/C=C2/CCC(=O)O2)c2c(c1)OC1OC(=O)CC21 (centres undefined)	16	14	14	-3	-5	-2
CC(O)C(F)(F)C(F)(F)C(F)(F)F (centres undefined)	21	20	8	-2	-17	-3
O=c1c2ccccc2nc(-c2ccccc2)n1NC(=S)Nc1ccccc1	-19	-40	-28	-14	-43	-20
OC(c1ccccc1)C1(O)CCCCC1 (centres undefined)	10	-2	-11	-52	-5	-17
[N-]=[N+]=CC(=O)CCC(=O)N(c1ccccc1)c1ccccc1	-31	-52	-30	-28	-21	2
c1c[nH]c(C2Nc3ccccc3CO2)c1 (centres undefined)	10	-19	-11	-23	-13	1
CCC1=C(c2ccc(OC)cc2)CC[C@@]2(CCNC2=O)[C@@H]1C	9	-5	5	14	0	4
CCCCCCCCCCCCOP(=O)(CC(=O)NCc1cc(C(C)(C)C)c(O)c(C(C)(C)C)c1)OCCCCCCCCCCCC	-10	22	-2	-7	3	-3
O=C(Cc1cc2ccccc2[nH]c1=O)Nc1ccccc1	-6	7	10	-27	-7	-2

The listing continues:
Structure	mlh1 rad18	yeast sgs1 mgt1	rad50	yeast cln2 rad14	yeast mec2-1	bub3
NC(=S)N/N=C/c1ncccc1N	-22	39	15	35	51	35
COc1cc(O)c(/C=N\O)c(OC)c1	3	5	23	1	9	8
C=C1C(=O)[C@]23C[C@H]1CC[C@H]2[C@@]12CO[C@@H](O)[C@@H]1C(C)(C)[C@@H](O)C[C@@H]2OC3=O	24	25	2	67	-5	-1
Cc1cc(/C=C\c2ccccc2Cl)nc2cc(Cl)ccc12	-35	-20	-13	-41	-14	-15
CC(C)OC(=O)/C=C/CCCC1CCCCC1	-15	8	-10	2	6	19
CCNC(=S)NC1CCCCCCCCCCC1	69	87*	88*	21	75*	83*
CCOC(C)CCCS(=O)(=O)O (centres undefined)	21	14	21	-22	-7	-8
CC(=O)Nc1ccc(S(=O)(=O)NCCC(=O)O)cc1	22	2	-10	4	-17	4
CCCCCCCCCCCCN	72*	82*	77*	27	45	80*
O=c1c2ccccc2n2c(=S)[nH]nc2n1-c1ccccc1	-11	-12	-3	7	4	0
O=C(O)CNC(=O)CNC(=O)c1ccc2ccccc2n1	16	11	3	11	-4	-14
Nc1ncnc(N)c1NC(=O)c1ccc(Cl)c([N+](=O)[O-])c1	-1	-1	4	-3	18	17
Cc1cc(N2C(=O)CSC2=S)ccc1Cl	51	79*	61	13	22	8
Cc1ccc(S(=O)(=O)N2CCCC(O)c3ccccc32)cc1 (centres undefined)	4	-29	-18	12	-16	7
C/C(=N\NC(=O)c1ccncc1)c1ccc(Cl)cc1Cl	8	1	6	2	7	5
CC(CC(C)[C@H]1CCC2[C@H]3C(CC(=O)[C@@]21C)[C@@]1(C)CCC(O)C[C@H]1C[C@@H]3O)C(=O)O (some centres undefined)	98*	99*	98*	97*	99*	99*
COc1ccc(/C=c2\[nH]c3nc(=O)c(N4CCOCC4)c(N)n3c2=O)cc1	-10	2	1	-12	-19	-26
N#C/C(=C\n1c(=S)[nH]c2ccc([N+](=O)[O-])cc21)C(=O)c1ccc2ccccc2c1	24	-6	15	22	15	20
O=C(O)CCCC#CCCCC(=O)O	-14	2	10	17	4	26
COc1cccc(NC(=O)Nc2ccccc2)c1	1	-8	-3	-30	-3	-16
CCOC(OC(C)=O)[C@@H]1C=C[C@H](C)N(c2ccc([N+](=O)[O-])cc2)O1 (some centres undefined)	33	39	25	18	14	43
N#Cc1c(/N=C/c2ccccc2Cl)sc2c1CCC2	13	12	20	4	-1	24
CNC(=O)OCC1=CC(=O)C=C(OC)C1=O	9	18	7	14	-15	2
C#CCNC(=O)NC(CCCCNC(=O)OCc1ccccc1)C(=O)OCc1ccccc1 (centres undefined)	-5	-11	-7	10	3	4
CCOC(=O)c1cc(CO)nc2c(Cl)cc(Cl)cc12	19	30	21	13	11	-29

Part of the list above in order of number of heavy atoms, smallest number first.
Structure	mlh1 rad18	yeast sgs1 mgt1	rad50	yeast cln2 rad14	yeast mec2-1	bub3
COc1cc(O)c(/C=N\O)c(OC)c1	3	5	23	1	9	8
Cc1cc(N2C(=O)CSC2=S)ccc1Cl	51	79*	61	13	22	8
C[C@@]1(CO)CCc2c(c3ccccc3oc2=O)O1	-6	10	2	8	6	2

The main list resumes with the 3 entries that preceded the break.
Structure	mlh1 rad18	yeast sgs1 mgt1	rad50	yeast cln2 rad14	yeast mec2-1	bub3
CNC(=O)OCC1=CC(=O)C=C(OC)C1=O	9	18	7	14	-15	2
C#CCNC(=O)NC(CCCCNC(=O)OCc1ccccc1)C(=O)OCc1ccccc1 (centres undefined)	-5	-11	-7	10	3	4
CCOC(=O)c1cc(CO)nc2c(Cl)cc(Cl)cc12	19	30	21	13	11	-29
CCC(C)(C)c1cc(Br)c(NS(=O)(=O)c2ccc(NC(C)=O)cc2)c(Br)c1	20	0	-7	7	8	6
COc1cccc(C2c3cc4c(cc3OC(C)(N3CCCC3)C2C)OCO4)c1OC (centres undefined)	12	-5	-4	-4	-5	-14
S=C=NC1CCCCCCCCCCC1	37	/	19	/	-4	/
CCCCCCCCCCCCCCCCCC(=O)N=C(C(=O)NCO)C(=O)NCO	6	35	46	23	-10	-10
CCCCOc1ccc(CC(O)CN2CCCCC2C)cc1 (centres undefined)	51	78*	75*	74*	52	86*
CC(C)=CCC(O)C1=CC(=O)c2c(O)ccc(O)c2C1=O (centres undefined)	85*!	92*!	88*!	89*!	91*!	88*!
CCC1(O)c2ccccc2N=NN1C (centres undefined)	4	6	4	-14	-3	-3
Cc1ccccc1-c1csc(N)n1	32	29	27	13	9	-3
CONCc1ccc(C(=O)NC(C)C)cc1	-12	-6	-11	-4	-7	0
CNC(=O)n1ncnc1N	4	-15	-3	-37	4	12
O=C(NO)OCc1ccccc1	25	14	20	21	1	14
O=C1C(=Cc2cccnc2)C(=O)c2ccccc21	9	42	26	19	15	7
N#Cc1ccc(NN=NCCOCCCl)cc1	24	18	18	35	27	27
CCCC=Nc1ccccc1	13	14	8	-20	4	11
CSC1=C(C#N)C(=O)N(c2ccc(C)cc2)C(=O)C1C#N (centres undefined)	20	31	26	24	12	6

This is a random part of the collection; 14% or so of the library scored in one or more.
